Source: PubChem BioAssay (several laboratories)
STEP inh – STEP (human) phosphatase inhibition. P54829. inhibition, % at 20 µM. recombinant STEP, OMFP fluorogenic substrate, fluorescence. actives 0.25% (n = 360,000). AID 588621;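 active = inhibition at 20 µM, scaled per plate between control wells, above about 37%, limit read from the data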;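 also: 0% = DMSO with enzyme and substrate and 100% = substrate only without enzyme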
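medium = Bis-Tris buffer pH 6.0, 2.5 mM DTT, 0.005% Tween 20 | test system = STEP (striatal-enriched tyrosine phosphatase) enzyme, cell-free | measure = normalized % inhibition | compound dosing = 20 µM, 1% DMSO | also added = 25 µM OMFP | schedule = reaction 20 min, ambient temperature | measured by = fluorescence read at 480 nm ex / 540 nm em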
Scp-1 inhibitor – Scp-1 (human) phosphatase inhibition; inhibition, % at 20 µM; actives 0.88% (n = 340,000); Recombinant Scp1, phosphopeptide, malachite green phosphate absorbance; AID 493091; Q9GZU7;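 active = inhibition above about 50% at 20 µM, limit read from the data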;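 also: plate controls were DMSO wells with enzyme for no effect and wells lacking enzyme for full effect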
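Test system: SCP-1 phosphatase catalytic domain, residues 76-261 | Compound dosing: One concentration, 20 µM, with 1.0% DMSO | Schedule: 45 min room-temperature reaction, 5 min colour, 30 min stabiliser | Detection: Absorbance at 630 nm | Read-out basis: % inhibition of SCP-1 phosphate liberation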
bovine MsrA act – bovine methionine sulfoxide reductase A activation. actives 0.3% (n = 360,000). purified bovine MsrA, absorbance read-out. activation, % at 10.6 µM. AID 602163; in the data active = activation above about 7.5%;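 also: 0% = vehicle and 100% = reference activator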
Tb MetRS inh – Trypanosoma brucei MetRS inhibition. inhibition, % at 11.9 µM. actives 0.4% (n = 360,000). purified T. brucei MetRS, ATP depletion, Kinase-Glo luminescence;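 active = inhibition above a per-plate cutoff of the control wells' mean inhibition plus 3 SD, cut at about 5.5% in these data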;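 also: 0% = DMSO wells median and 100% = median of wells with control inhibitor compound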
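assay system = parasite MetRS enzyme | timing = 15 min preincubation, 2 h reaction, all 25 °C | evaluation = percent inhibition relative to median high and low control wells | medium = HEPES buffer containing pyrophosphatase, BSA, spermine, DTT | compound = single dose, 11.9 µM final nominal, 0.9% final DMSO | detection = Kinase-Glo luminescence, ATP depletion format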
DNMT1 block – blocks human DNA methyltransferase DNMT1; P26358; DNMT1 molecular beacon, Hinp1I cleavage, fluorescence; inhibition (reported as % activation of signal), % at 10 µM; actives 0.83% (n = 360,000); AID 588458; in the data active = inhibition above about 50%
SUMO1-SIM PPI – alters human SUMO1 binding to SIM partners | P63165 | SUMO1 binding to a labelled peptide, TR-FRET, 1 h | inhibition, % at 20 µM | actives 0.33% (n = 360,000); in the data active = inhibition above about 37%
Target sequence (P63165 whole entry, looked up): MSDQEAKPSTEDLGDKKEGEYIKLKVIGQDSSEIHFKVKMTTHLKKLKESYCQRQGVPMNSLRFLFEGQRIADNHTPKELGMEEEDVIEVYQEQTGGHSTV
LMPTP inh – LMPTP (human) inhibition; AID 651560; inhibition, % at 20 µM; P24666; actives 0.22% (n = 360,000); recombinant LMPTP-A, OMFP fluorogenic substrate, fluorescence intensity;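 active = compounds that cut the enzyme signal by at least half of the control window in the single-dose screen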;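 also: plate controls were DMSO wells with enzyme plus substrate for no effect and substrate without enzyme for full effect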
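Test system: LMPTP-A phosphatase enzyme; input: 0.625 nM LMPTP-A final; reagent: OMFP substrate, 400 µM final; compound dosing: 20 µM single dose, 3% DMSO; incubation: 50 min dark incubation at room temperature; measured by: endpoint fluorescence intensity from OMFP dephosphorylation; measure: % inhibition relative to no-enzyme and uninhibited control wells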
NRP1-CendR mod – NRP-1/CendR interaction modulation. FAM-RPARPAR peptide binding to NRP-1, fluorescence polarization. inhibition, % at 25 µM. actives 0.85% (n = 360,000);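 active = inhibition or corrected inhibition above about 18%, plus a signal ratio from 0.5 to 1.5, limit read from the data, passing the limit was not always enough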; also: strong numbers were not always called active
Target sequence (O14786 whole entry, looked up): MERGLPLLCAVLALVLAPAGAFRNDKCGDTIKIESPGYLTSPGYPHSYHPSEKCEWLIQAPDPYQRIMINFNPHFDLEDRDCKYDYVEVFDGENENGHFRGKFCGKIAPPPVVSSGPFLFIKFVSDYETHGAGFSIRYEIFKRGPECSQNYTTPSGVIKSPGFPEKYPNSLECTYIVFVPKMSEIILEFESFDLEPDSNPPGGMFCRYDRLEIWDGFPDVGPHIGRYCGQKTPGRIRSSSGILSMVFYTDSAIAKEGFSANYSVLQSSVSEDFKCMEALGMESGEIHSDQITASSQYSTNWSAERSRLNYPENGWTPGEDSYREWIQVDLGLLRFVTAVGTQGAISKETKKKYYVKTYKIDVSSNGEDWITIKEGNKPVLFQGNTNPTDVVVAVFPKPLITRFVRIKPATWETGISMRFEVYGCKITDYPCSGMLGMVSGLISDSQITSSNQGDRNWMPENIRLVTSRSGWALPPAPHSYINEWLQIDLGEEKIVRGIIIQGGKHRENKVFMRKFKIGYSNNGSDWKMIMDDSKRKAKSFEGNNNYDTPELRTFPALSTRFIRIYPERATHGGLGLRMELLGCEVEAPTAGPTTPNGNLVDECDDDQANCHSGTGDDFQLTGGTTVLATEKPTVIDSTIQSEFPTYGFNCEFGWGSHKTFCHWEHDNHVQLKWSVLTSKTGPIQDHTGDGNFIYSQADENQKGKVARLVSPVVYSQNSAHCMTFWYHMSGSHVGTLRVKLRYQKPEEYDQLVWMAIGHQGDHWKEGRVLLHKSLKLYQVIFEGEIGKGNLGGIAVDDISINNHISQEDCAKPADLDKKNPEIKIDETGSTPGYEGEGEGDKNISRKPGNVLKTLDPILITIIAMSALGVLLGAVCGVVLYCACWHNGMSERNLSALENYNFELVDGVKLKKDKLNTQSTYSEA
E coli Lon inh – inhibitors of E. coli Lon protease; P0A9M0; inhibition, % at 7.94 µM; purified E. coli Lon protease, fluorescence polarization; AID 602123; actives 0.42% (n = 360,000); in the data active = inhibition above about 13%, passing the limit was not always enough;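 also: 0% = enzyme with probe and DMSO and 100% = no enzyme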
MsrA inhibitor – inhibits bovine methionine sulfoxide reductase A. inhibition, % at 15.5 µM. AID 651718. purified bovine MsrA, absorbance read-out. actives 0.75% (n = 360,000); in the data active = inhibition above about 4.5%;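 also: 0% = vehicle wells with enzyme and 100% = reference inhibitor wells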
Numbers without * were called inactive; x = not tested or not shown; & = joins results of further samples.

SMILES	STEP inh	Scp-1 inhibitor	bovine MsrA act	Tb MetRS inh	DNMT1 block	SUMO1-SIM PPI	LMPTP inh	NRP1-CendR mod	E coli Lon inh	MsrA inhibitor
CCc1c(C)nc(N2CCN(c3ccccc3)CC2)[nH]c1=O	-2	2	-7	-1.4	-1	1	-1.4	2	-1	0.1
CCCC(c1nnnn1Cc1cccs1)N1CCN(c2ccc(OC)cc2)CC1 (stereo unspecified)	-2	-8	-2	-0.2	-1	1	0.6	5	-5	-1.0
CCOC(=O)Cc1csc(NC(=O)Nc2ccc(Cl)cc2)n1	0	-11	-2	1.2	4	1	1.0	26*	-10	0.1
Cc1cnc(C(=O)N2CCN(S(=O)(=O)c3ccc4ccccc4c3)CC2)cn1	0	-5	-2	0.4	-1	-1	-0.7	-6	0	0.6
CCCCC(=O)N(C)c1c(CC)nc2c(OCC(=O)N3CCOCC3)cccn12	-4	x	-2	-0.2	-9	-3	-2.0	0	6	0.7
O=C1CN(C(=O)COC(=O)COc2ccc3c(c2)CCC3)c2ccccc2N1	-3	5	-15	-1.8	4	0	0.0	2	-4	-0.1
Cc1ccc(C(=O)COC(=O)c2ccccc2N2C(=O)C3C4CCC(C4)C3C2=O)cc1C (stereo unspecified)	0	-13	-2	-1.0	-2	-3	0.3	8	-8	-1.1
COCC(=O)N[C@@H]1c2cc(OC)c(OC)cc2C[C@H]1OCc1ccccc1	-1	1	-2	-0.3	1	5	-2.4	-4	-5	-0.6
CCOc1ccccc1CN1CCC(Oc2cccc(C(=O)NCCOC)c2)CC1	3	-6	-2	-0.6	2	-3	-0.3	-8	-1	0.3
O=C1CC(c2ccccc2)CC(O)=C1C=Nc1ccccc1 (stereo unspecified)	1	-3	-5	-0.4	3	-1	-0.8	-6	-3	3.6
CCOC(=O)c1cc(-c2ccccc2)sc1NC(=O)CC(C)C	2	-7	1	-0.7	5	2	2.9	-7	0	-0.3
COc1cccc(-n2c(C)nn(C)c2=O)c1	-5	-8	0	0.0	0	-2	-1.4	-7	3	x
CCCOc1ccc(C(=O)Nc2ccc(N3CCOCC3)cc2N2CCOCC2)cc1OCC	-1	x	-9	-0.3	2	5	-1.9	0	14	1.3
Cc1ccc(CNC(=O)c2ccc(N3CCCC3=O)cc2)cc1	-5	-5	-4	-0.2	-2	5	-3.1	-13	2	0.1
COc1ccc(OC)c(-c2csc(NC(=O)CSCC(=O)Nc3cc(C)on3)n2)c1	0	1	-3	-0.4	0	0	0.4	3	6	0.9
CC(=O)Nc1ccc(NC(=O)/C=C/c2ccc3c(c2)OCO3)cc1	-1	-3	-5	0.2	-5	4	-0.7	-10	-3	5.5*
Cc1cc(NC(=O)c2cc3ncc(Br)cn3n2)no1	-1	-6	-4	0.0	4	-9	-0.4	-6	-2	0.8
COc1ccccc1NC1=NCC(=O)N1Cc1ccccc1	-9	-2	-12	-0.6	1	-2	-2.5	1	1	1.2
O=C(CNC(=O)c1ccccc1F)OC(C(=O)Nc1cc(C(F)(F)F)ccc1Cl)c1ccccc1 (stereo unspecified)	0	-10	-2	-0.5	-4	3	2.6	2	10	-0.3
COc1ccc(Br)c(C(=O)NC2CCCC2)c1	-3	2	-3	-0.7	-2	0	-1.8	7	-2	-0.6
O=C(NC(=S)Nc1ccccc1Br)C1CCCCC1	-1	2	-3	-0.4	4	4	1.8	11	1	0.3
COc1ccc(NC(=O)CC(=O)Nc2ccc(OC)cc2)cc1	1	-2	-9	-0.5	3	6	-0.4	-3	-1	-0.4
COc1ccc(CNn2c(-c3cccc(C)c3)nc3ccccc3c2=O)cc1OC	-3	-3	-15	-1.4	1	9	0.7	1	-1	-0.5
CCC(=O)OCC(=O)Nc1ccc2c(c1)OCO2	2	-8	-4	-0.6	-4	3	-0.3	9	6	0.6
CC(=O)Oc1ccc(/C=N/NS(=O)(=O)c2ccc(C)cc2)c(OC(C)=O)c1	0	-2	2	-0.3	2	1	-1.2	-9	-4	-1.0
O=C(C(=O)N1CCCc2ccccc21)c1cn(CC(=O)N2CCOCC2)c2ccccc12	-1	-1	-1	-0.3	-2	-5	0.1	-5	-8	3.9
Cc1nn(-c2ccccc2)c(Cl)c1C(=O)N1CCN(c2ncnc3c2cnn3-c2ccccc2)CC1	4	9	-6	-1.5	-2	19	2.7	5	-9	0.2
O=C(NCCN1CCOCC1)C(=O)NCC1OCCCN1S(=O)(=O)c1ccc(F)cc1 (stereo unspecified)	0	-10	-2	0.2	1	3	-1.3	-8	-2	-0.2
O=C(NCc1ccccn1)c1ccc(NS(=O)(=O)c2cccc(Cl)c2)cc1	-2	9	-3	-0.3	1	-5	-0.9	4	-4	0.8
COc1cc(C(=O)OCC(=O)Nc2cccc(S(=O)(=O)N3CCCC3)c2)ccc1OCC(C)C	3	-11	-2	-0.1	-3	-1	3.8	2	-7	-0.6
Cc1ccccc1NC(=O)COC(=O)c1ccccc1SCC(=O)N1CCCC1	-1	-5	-1	-0.1	-1	-6	-0.7	9	-11	-1.3
CN(C=[N+](C)C)c1cccc2c1C(=O)c1ccccc1C2=O	-4	2	-3	0.2	62*	-18	-0.6	16	15	0.9
CC1CN(Cc2nc3c(c(=O)[nH]c(=O)n3C)n2CC(N)=O)CC(C)O1 (stereo unspecified)	-2	0	-3	-0.2	3	1	-1.9	6	-10	1.0
CCC(C(=O)NC(C)(C)C)N(C(=O)Cn1nnc(-c2cccs2)n1)c1cnc2ccccc2c1 (stereo unspecified)	-3	-2	-5	-0.4	25	-3	-0.4	4	-4	-0.2
CC(=O)NNC(=O)c1sc(=S)n2c1[nH]c(=O)c1sccc12	4	3	-4	-0.4	-1	-12	-2.1	-17	-4	0.1
O=C1c2ccccc2NC(c2ccccc2F)N1NS(=O)(=O)c1ccccc1 (stereo unspecified)	-2	3	-6	-1.0	1	2	-0.2	5	-9	1.8
O=[N+]([O-])c1ccc(O)c(/C=N/Nc2ccccc2[N+](=O)[O-])c1	2	-2	-1	0.0	0	-6	5.5	4	-5	-0.2
CCCCN1CC[C@H]2C=CC[C@@H](C(=O)Nc3ccc(Cl)cc3Cl)[C@H]2C1=O	8	-2	-1	0.2	2	7	1.6	34*	-6	0.9
COC(=O)[C@@]12C[C@@H](CC(=O)NCCCCc3ccccc3)C(=O)N(Cc3cccc4ccccc34)C1=CCC(C)(C)C2	x	x	x	-0.2	x	2	7.5	6	x	-0.7
COc1ccc(CN(C)C(=O)c2cc(S(=O)(=O)NCc3ccccc3)ccc2C)c(OC)c1	2	-13	0	-0.3	-9	-49	-10	6	2	0.4
O=S(=O)(c1ccccc1)c1cnc(-c2cccnc2)nc1-c1ccc(Cl)c(Cl)c1	1	14	0	-0.3	36	-6	-0.2	20*	-8	-1.1
COc1ccc(C/C(C)=N/NC(=S)Nc2ccccc2F)cc1	-1	5	-1	-0.7	-2	-2	-1.9	0	6	0.3
CCNC(=O)c1c(O)c2c([nH]c1=O)CCCC2	3	-12	-3	1.3	5	0	-0.7	12	-2	-0.8
CN(Cc1ccccc1Br)C(=O)CN1C(=O)NC2(CCCCCC2)C1=O	-3	-8	6	0.3	-1	5	-0.6	8	-3	-0.5
COC(=O)[C@@]12C[C@@H](CC(=O)NCCCN3CCCC3=O)C(=O)N(CCc3ccc(OC)c(OC)c3)C1=CCC(C)(C)C2	x	x	x	-1.1	x	3	-1.9	-12	x	-0.2
COCCn1c(SCc2nc3ccccc3s2)nc2ccccc21	1	1	-2	-0.7	-7	1	0.9	-4	-6	0.9
CCOc1ccc(NC(=O)Nc2cc(C(=O)O)ccc2N2CC3CC(C2)c2cccc(=O)n2C3)cc1 (stereo unspecified)	0	-3	-1	0.5	2	7	0.8	8	-9	0.3
Cc1ccc(-n2c(=O)cc(N3CC(C)CC(C)C3)[nH]c2=O)cc1 (stereo unspecified)	-1	3	-3	0.2	-1	4	-1.1	-11	-12	-1.7
O=C(CCl)NNc1nc(-c2ccccc2)c2cc(Cl)ccc2n1	2	3	-1	0.5	-2	-11	-0.6	11	6	1.5
CCO/C([O-])=N/c1c[n+](N2CCOCC2)no1	1&-3	-12&-9	-2&-4	-0.4&-1.1	1&2	-8&0	-0.6&0.4	-3&-6	-2&4	3.3&1.9
COc1ccc(Cc2nnc(SCC(=O)N3CCN(c4ccccc4)CC3)o2)cc1	-1	0	-2	0.1	3	-1	-0.1	6	-3	0.0

Of the compounds above, seven have a Cl atom:
SMILES	STEP inh	Scp-1 inhibitor	bovine MsrA act	Tb MetRS inh	DNMT1 block	SUMO1-SIM PPI	LMPTP inh	NRP1-CendR mod	E coli Lon inh	MsrA inhibitor
CCOC(=O)Cc1csc(NC(=O)Nc2ccc(Cl)cc2)n1	0	-11	-2	1.2	4	1	1.0	26*	-10	0.1
O=C(CNC(=O)c1ccccc1F)OC(C(=O)Nc1cc(C(F)(F)F)ccc1Cl)c1ccccc1 (stereo unspecified)	0	-10	-2	-0.5	-4	3	2.6	2	10	-0.3
Cc1nn(-c2ccccc2)c(Cl)c1C(=O)N1CCN(c2ncnc3c2cnn3-c2ccccc2)CC1	4	9	-6	-1.5	-2	19	2.7	5	-9	0.2
O=C(NCc1ccccn1)c1ccc(NS(=O)(=O)c2cccc(Cl)c2)cc1	-2	9	-3	-0.3	1	-5	-0.9	4	-4	0.8
CCCCN1CC[C@H]2C=CC[C@@H](C(=O)Nc3ccc(Cl)cc3Cl)[C@H]2C1=O	8	-2	-1	0.2	2	7	1.6	34*	-6	0.9
O=S(=O)(c1ccccc1)c1cnc(-c2cccnc2)nc1-c1ccc(Cl)c(Cl)c1	1	14	0	-0.3	36	-6	-0.2	20*	-8	-1.1
O=C(CCl)NNc1nc(-c2ccccc2)c2cc(Cl)ccc2n1	2	3	-1	0.5	-2	-11	-0.6	11	6	1.5

Profiles, looked up by structure. Screens in order: STEP inh	Scp-1 inhibitor	bovine MsrA act	Tb MetRS inh	DNMT1 block	SUMO1-SIM PPI	LMPTP inh	NRP1-CendR mod	E coli Lon inh	MsrA inhibitor
Shown for CN(C=[N+](C)C)c1cccc2c1C(=O)c1ccccc1C2=O → -4	2	-3	0.2	62*	-18	-0.6	16	15	0.9
Shown for O=C1CN(C(=O)COC(=O)COc2ccc3c(c2)CCC3)c2ccccc2N1 → -3	5	-15	-1.8	4	0	0.0	2	-4	-0.1
